M1AAP inhibition: malaria alanyl aminopeptidase activity blockers – biochemical, fluorogenic H-Leu-NHMec substrate, 1536-well (AID 1445) | recombinant M1AAP, H-Leu-NHMec fluorogenic kinetic assay; higher % means a stronger effect | inhibition, % at 30 µM; hits with a dose series show IC50 in µM | actives 0.42% (n = 220,000);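 active means primary inhibition above the hit cutoff, then over 50% inhibition at one or more dose response concentrations, cut at about 23% in these data, passing the limit was not always enough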;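 further: plate controls were DMSO full reaction for no effect and no enzyme background for full effect; strong numbers were not always called active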
M17LAP inhibition: P. falciparum M17LAP inhibitors, primary screen, biochemical, fluorogenic H-Leu-NHMec substrate, 1536-well (AID 1619); inhibition, % at 30 µM, or IC50 in µM where a hit was titrated; recombinant M17LAP, H-Leu-NHMec fluorogenic kinetic assay; higher % means a stronger effect; actives 0.38% (n = 220,000);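 active means compound inhibiting the enzyme by more than half at any dose during confirmatory dose-response retesting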;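 further: plate controls were full reaction with DMSO carrier for no effect and no enzyme background for full effect; strong numbers were not always called active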
GPR55 activation: GPR55 agonists via beta-arrestin recruitment, primary screen, imaging, U2OS cells, beta-arrestin-GFP redistribution (AID 1961). U2OS GPR55 beta-arrestin-GFP redistribution imaging; higher % means a stronger effect. one-dose activation, % at 10 µM; EC50 in µM for titrated hits. actives 0.048% (n = 290,000);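 active means activation above 40% with more than 50 cells counted in the well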;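 further: U2OS osteosarcoma cells stably expressing GPR55 and beta-arrestin-GFP; plate controls were DMSO negative control for no effect and LPI positive control for full effect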
NOD1 NF-kB reporter: inhibition of NOD1-driven NF-kB reporter – cell-based, luminescence, uHTS, primary screen (AID 1578); actives 1% (n = 290,000); inhibition, % at 4 µM, or EC50 in µM where a hit was titrated; NOD1-driven NF-kB luciferase reporter cells, luminescence; higher % means a stronger effect; in the data active means inhibition mostly above about 36%, no sharp cut-off; inactive means mostly below about 34%;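 further: HEK-293T reporter cells stimulated with the NOD1 agonist gamma-tri-DAP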
NOD2 inhibition: NOD2 signaling inhibitors, cell-based, luminescence, uHTS, HEK293 (AID 1566); actives 0.63% (n = 290,000); inhibition, % at 4 µM; hits with a dose series show EC50 in µM; HEK293 NOD2/NF-kB luciferase reporter, luminescence; higher % means a stronger effect; further: many of its hits are not listed in these tables
KOR beta-arrestin-1: kappa opioid receptor blockers – cell-based, luminescence, uHTS (AID 1778); inhibition, % at 10 µM; hits with a dose series show IC50 in µM; actives 0.091% (n = 290,000); KOR beta-arrestin recruitment, luminescence, antagonist mode; higher % means a stronger effect; further: strong numbers were not always called active
AID2073: disruptors of CaV2.2 binding to Mint1 – biochemical, HTRF (AID 2073) | HTRF protein-protein interaction, Mint1-CaV2.2; higher % means a stronger effect | actives 0.19% (n = 290,000) | inhibition, % at 20 µM, or IC50 in µM where a hit was titrated; in the data active means inhibition mostly above about 51%, no sharp cut-off; further: some results filed as inactive read as strong as hits
Dynein cargo inh: blocks dynein driven cargo transport along microtubules | 3617.4 mouse cells, GR-EGFP nuclear translocation imaging; test concentration mostly 20 µM; stimulated with dexamethasone, 1 µM; hits give low values | z-score, hits read low | actives 0.47% (n = 220,000) | AID 1381;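 active means plate z-score of nuclear minus cytoplasmic receptor signal below a set negative limit, without overly bright fluorescence or cell loss, cut at about -3.5 in these data, passing the limit was not always enough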;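 further: z-score of nuclear minus cytoplasmic ring GR-EGFP intensity difference per well; some compounds called inactive have numbers as strong as hits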
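Medium: Induction medium lacking tetracycline, stripped serum | Probe or stimulus: 1.0 µM final dexamethasone stimulus | Schedule: 48 h induction, then 1 h compound, then 30 min agonist, 37 °C | Signal: Automated 10x imaging of fixed Hoechst-stained cells | Evaluation: Per-cell GR-EGFP intensity, nucleus versus surrounding cytoplasmic ring, well-averaged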
KOR beta-arrestin-2: kappa opioid receptor activators – cell-based, luminescence, uHTS, primary screen (AID 1777) | KOR beta-arrestin recruitment, luminescence; higher % means a stronger effect | one-dose activation, % at 10 µM; EC50 in µM for titrated hits | actives 0.02% (n = 280,000); in the data active means activation above about 50%, passing the limit was not always enough; further: a part of the inactive calls stands beside numbers as strong as those of hits
Dynein cargo inh cytoplasmic EGFP: also measured in Dynein cargo inh; calls as there; z-score; measured here: cytoplasmic GR-EGFP intensity; hits give high values
Dynein cargo inh nuclear GR-EGFP: second read-out of Dynein cargo inh, no call of its own (marks repeat the call); z-score; measured here: nuclear GR-EGFP intensity;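 lower value marks the stronger effect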
Dynein cargo inh cell count: further read-out of Dynein cargo inh, marked with its call; z-score; measured here: cell count per field
Starred values were filed as active, the others as inactive; [ ] = remark or other dose. Unless noted, no stated cut-off is given here; in the data, active means inhibition above about 50%; inactive means the rest. Not all compounds are listed (hit frequency here may not be typical).

How did Nn1c(SCc2ccccc2F)nnc1-c1ccncc1 do in these assays?
M1AAP inhibition: 0%; M17LAP inhibition: 1%; GPR55 activation: -0.1%; NOD1 NF-kB reporter: -2%; NOD2 inhibition: -10%; KOR beta-arrestin-1: 12%; AID2073: -15%; Dynein cargo inh: -0.85; Dynein cargo inh cytoplasmic EGFP: -0.18; Dynein cargo inh nuclear GR-EGFP: -0.27; Dynein cargo inh cell count: 1

What do the screens show for `CCC1(C(=O)c2ccccc2)C2c3cc(Br)ccc3OC(=O)C21C(=O)N1CCOCC1` (centres undefined)?
M1AAP inhibition: 18%; M17LAP inhibition: -8%; GPR55 activation: -0.1%; NOD1 NF-kB reporter: 2%; NOD2 inhibition: 3%; KOR beta-arrestin-1: -6%; AID2073: -5%; Dynein cargo inh: -0.9; KOR beta-arrestin-2: 4.8%; Dynein cargo inh cytoplasmic EGFP: -0.24; Dynein cargo inh nuclear GR-EGFP: -0.85; Dynein cargo inh cell count: 1.9

How did O=C(CC12CC3CC(CC(C3)C1)C2)N1CCN(S(=O)(=O)c2cccs2)CC1 do in these assays?
M1AAP inhibition: 0%; M17LAP inhibition: -2%; GPR55 activation: -0.3%; NOD1 NF-kB reporter: -9%; NOD2 inhibition: -13%; KOR beta-arrestin-1: 13%; AID2073: 16%; Dynein cargo inh: -0.75; KOR beta-arrestin-2: 0.7%; Dynein cargo inh cytoplasmic EGFP: -0.27; Dynein cargo inh nuclear GR-EGFP: -0.8; Dynein cargo inh cell count: 0.49

Results for CCOC(=O)c1sc(=S)n(-c2ccc(Cl)cc2)c1SC ?
M1AAP inhibition: 13%; M17LAP inhibition: -1%; GPR55 activation: 0.3%; NOD1 NF-kB reporter: 6%; NOD2 inhibition: 20%; KOR beta-arrestin-1: 6%; AID2073: -9%; Dynein cargo inh: -0.37; KOR beta-arrestin-2: -0.2%; Dynein cargo inh cytoplasmic EGFP: -0.2; Dynein cargo inh nuclear GR-EGFP: -0.49; Dynein cargo inh cell count: -0.17

What do the screens show for `O=C(CSc1ccc(Cl)cc1)Nc1ccccc1N1CCN(C(=O)c2ccccc2)CC1`?
M1AAP inhibition: -4%; M17LAP inhibition: 6%; GPR55 activation: -0.1%; NOD1 NF-kB reporter: 19%; NOD2 inhibition: 18%; KOR beta-arrestin-1: 21%; AID2073: -3%; Dynein cargo inh: -0.46; KOR beta-arrestin-2: -6.8%; Dynein cargo inh cytoplasmic EGFP: -0.16; Dynein cargo inh nuclear GR-EGFP: 0.14; Dynein cargo inh cell count: 0.61

What do the screens show for `Nc1nnc(SCC(=O)c2cccc([N+](=O)[O-])c2)s1`?
M1AAP inhibition: 0%; M17LAP inhibition: 8%; GPR55 activation: -0.3%; NOD1 NF-kB reporter: -21%; NOD2 inhibition: 3%; KOR beta-arrestin-1: 8%; AID2073: -15%; Dynein cargo inh: -0.16; KOR beta-arrestin-2: 0.5%; Dynein cargo inh cytoplasmic EGFP: -0.33; Dynein cargo inh nuclear GR-EGFP: -0.28; Dynein cargo inh cell count: 0.099

What do the screens show for `Cc1ccc(S(=O)(=O)CCC(=O)OCc2ccccc2)cc1`?
M1AAP inhibition: 4%; M17LAP inhibition: 2%; GPR55 activation: 0.2%; NOD1 NF-kB reporter: 5%; NOD2 inhibition: 14%; KOR beta-arrestin-1: 3%[20 µM]; AID2073: -4%; Dynein cargo inh: 0.25; KOR beta-arrestin-2: -3.3%; Dynein cargo inh cytoplasmic EGFP: -0.29; Dynein cargo inh nuclear GR-EGFP: 0.42; Dynein cargo inh cell count: -0.02

What do the screens show for `O=C1C2CC(O)CN2C(=O)N1c1ccccc1` (centres undefined)?
M1AAP inhibition: -3%; M17LAP inhibition: -1%; GPR55 activation: 0.3%; NOD1 NF-kB reporter: -19%; NOD2 inhibition: -22%; KOR beta-arrestin-1: -18%[20 µM]; AID2073: 2%; Dynein cargo inh: 0.32; KOR beta-arrestin-2: -0.3%; Dynein cargo inh cytoplasmic EGFP: -0.15; Dynein cargo inh nuclear GR-EGFP: 0.38; Dynein cargo inh cell count: -0.55

Results for CCC(=O)c1ccc(OCC(=O)OCC(=O)c2cc(C)n(C)c2C)cc1 ?
GPR55 activation: 0.0%; NOD1 NF-kB reporter: -36%; NOD2 inhibition: -4%; KOR beta-arrestin-1: 22%; AID2073: 7%; KOR beta-arrestin-2: -2.2%

What do the screens show for `COc1ccc(C(=O)N2CCC(c3ccccc3)CC2)c(OC)c1OC`?
M1AAP inhibition: -3%; M17LAP inhibition: 6%; GPR55 activation: 0.1%; NOD1 NF-kB reporter: -45%; NOD2 inhibition: 0%; KOR beta-arrestin-1: -18%; AID2073: -1%; Dynein cargo inh: 0.89; KOR beta-arrestin-2: -0.5%; Dynein cargo inh cytoplasmic EGFP: -0.24; Dynein cargo inh nuclear GR-EGFP: 0.44; Dynein cargo inh cell count: -0.23

What do the screens show for `COCCN(C)C(=O)CC1C(=O)NCCN1CC(c1ccccc1)c1ccccc1` (centres undefined)?
M1AAP inhibition: 1%; M17LAP inhibition: -1%; GPR55 activation: -0.1%; NOD1 NF-kB reporter: -21%; NOD2 inhibition: 4%; KOR beta-arrestin-1: -6%[20 µM]; AID2073: -12%; Dynein cargo inh: -0.7; Dynein cargo inh cytoplasmic EGFP: -0.16; Dynein cargo inh nuclear GR-EGFP: -0.52; Dynein cargo inh cell count: -0.23

How did Cc1ccc(C)c(N(C(=O)CNC(=O)c2ccco2)C(C(=O)NC2CCCC2)c2ccncc2)c1 (centres undefined) do in these assays?
GPR55 activation: 0.0%; NOD1 NF-kB reporter: -1%; NOD2 inhibition: -6%; KOR beta-arrestin-1: -18%; AID2073: 2%; KOR beta-arrestin-2: -1.3%

What do the screens show for `COC(=O)c1ccc(Oc2ccc3nnc(C)n3n2)cc1`?
M1AAP inhibition: -2%; M17LAP inhibition: 4%; GPR55 activation: 0.7%; NOD1 NF-kB reporter: 3%; NOD2 inhibition: 9%; KOR beta-arrestin-1: 13%; AID2073: -3%; Dynein cargo inh: -0.0021; KOR beta-arrestin-2: -1.3%; Dynein cargo inh cytoplasmic EGFP: -0.17; Dynein cargo inh nuclear GR-EGFP: 0.28; Dynein cargo inh cell count: 0.11

How did Cc1ccc(NC(=O)c2c(O)c3ccccc3n(C)c2=O)nc1 do in these assays?
M1AAP inhibition: -1%; M17LAP inhibition: 4%; GPR55 activation: -0.6%; NOD1 NF-kB reporter: -23%; NOD2 inhibition: -20%; KOR beta-arrestin-1: -76%; AID2073: 10%; Dynein cargo inh: -0.001; KOR beta-arrestin-2: -2.1%; Dynein cargo inh cytoplasmic EGFP: -0.14; Dynein cargo inh nuclear GR-EGFP: 0.61; Dynein cargo inh cell count: 0.37

How did O=C(CSc1ccc(Cl)cc1)OCc1nnc(-c2ccccc2)o1 do in these assays?
M1AAP inhibition: 5%; M17LAP inhibition: -1%; GPR55 activation: 0.0%; NOD1 NF-kB reporter: -6%; NOD2 inhibition: 5%; KOR beta-arrestin-1: 14%; AID2073: -2%; Dynein cargo inh: 0.013; KOR beta-arrestin-2: -1.2%; Dynein cargo inh cytoplasmic EGFP: -0.067; Dynein cargo inh nuclear GR-EGFP: 0.25; Dynein cargo inh cell count: 0.84

How did CCN1CCN(C(=O)c2cc3c(=O)n4ccccc4nc3n2Cc2ccccc2)CC1 do in these assays?
GPR55 activation: 0.3%; NOD1 NF-kB reporter: 3%; NOD2 inhibition: 9%; KOR beta-arrestin-1: -24%; AID2073: 42%; KOR beta-arrestin-2: 2.8%

How did COc1ccccc1CNC(=O)Cn1cccc1C(=O)c1ccccc1 do in these assays?
GPR55 activation: -0.3%; NOD1 NF-kB reporter: 5%; NOD2 inhibition: -23%; KOR beta-arrestin-1: -33%; AID2073: 8%; KOR beta-arrestin-2: 4.4%

Results for COc1ccc(C2c3c(ccc4ccccc34)Oc3ncn4nc(CO/N=C/c5ccccc5)nc4c32)cc1 (centres undefined) ?
M1AAP inhibition: 2%; M17LAP inhibition: 7%; GPR55 activation: 0.0%; NOD1 NF-kB reporter: 0%; NOD2 inhibition: 1%; KOR beta-arrestin-1: 8%; AID2073: 12%; Dynein cargo inh: 0.98; KOR beta-arrestin-2: -1.3%; Dynein cargo inh cytoplasmic EGFP: -0.23; Dynein cargo inh nuclear GR-EGFP: 0.59; Dynein cargo inh cell count: -0.024

Results for CS(=O)(=O)N(CCc1ccccc1)CC(=O)N1CCN(Cc2ccc3c(c2)OCO3)CC1 ?
M1AAP inhibition: -2%; M17LAP inhibition: -3%; GPR55 activation: 0.0%; NOD1 NF-kB reporter: 1%; NOD2 inhibition: 2%; KOR beta-arrestin-1: -27%; AID2073: 8%; Dynein cargo inh: -0.32; KOR beta-arrestin-2: -0.2%; Dynein cargo inh cytoplasmic EGFP: -0.14; Dynein cargo inh nuclear GR-EGFP: -0.35; Dynein cargo inh cell count: 0.44

How did CC(=O)C1=C(C)OC(N)=C(C#N)C1c1ccncc1 (centres undefined) do in these assays?
M1AAP inhibition: 4%; M17LAP inhibition: -1%; GPR55 activation: 0.2%; NOD2 inhibition: -6%; KOR beta-arrestin-1: 21%; AID2073: 1%; Dynein cargo inh: -1; KOR beta-arrestin-2: 1.3%; Dynein cargo inh cytoplasmic EGFP: -0.15; Dynein cargo inh nuclear GR-EGFP: -0.29; Dynein cargo inh cell count: 0.24

What do the screens show for `CCN(CC)c1ccc(NC(=S)Nc2ccc(F)cc2)cc1`?
M1AAP inhibition: 12%; M17LAP inhibition: 6%; GPR55 activation: 0.1%; NOD1 NF-kB reporter: -26%; NOD2 inhibition: -13%; KOR beta-arrestin-1: -7%; AID2073: -6%; Dynein cargo inh: 0.49; KOR beta-arrestin-2: -7.4%; Dynein cargo inh cytoplasmic EGFP: -0.22; Dynein cargo inh nuclear GR-EGFP: 0.28; Dynein cargo inh cell count: -0.82

Compound activity deposited in PubChem BioAssay by several laboratories.
